PfM18AAP inh: blocks P. falciparum M18 aspartyl aminopeptidase. recombinant PfM18AAP, H-Glu-NHMec fluorogenic cleavage. inhibition, % at 7.35 µM. actives 1.2% (n = 290,000);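 active means inhibition above the campaign mean inhibition over all tested compounds plus 3 SD, cut at about 28% in these data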;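 further: 0% = plate median of test compound wells and 100% = 2 mM ZnCl2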
MEKK3 PB1 HTS: raises or lowers MEK5 binding to the human MEKK3 PB1 domain; actives 1.4% (n = 290,000); binding response (% of control), % at 10 µM; bead-based flow cytometry, Alexa488-MEK5 binding to MEKK3; actives lie on both sides; 0 = blocked by unlabeled MEK5, 100 = vehicle; Q99759;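 active means binding response more than 3 SD above or below the average of its plate-row segment, actives on both sides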;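 further: Alexa488 bead fluorescence after subtracting the streptavidin-only scavenger bead signal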
Target sequence (Q99759 whole entry, looked up, the tested form may be a part): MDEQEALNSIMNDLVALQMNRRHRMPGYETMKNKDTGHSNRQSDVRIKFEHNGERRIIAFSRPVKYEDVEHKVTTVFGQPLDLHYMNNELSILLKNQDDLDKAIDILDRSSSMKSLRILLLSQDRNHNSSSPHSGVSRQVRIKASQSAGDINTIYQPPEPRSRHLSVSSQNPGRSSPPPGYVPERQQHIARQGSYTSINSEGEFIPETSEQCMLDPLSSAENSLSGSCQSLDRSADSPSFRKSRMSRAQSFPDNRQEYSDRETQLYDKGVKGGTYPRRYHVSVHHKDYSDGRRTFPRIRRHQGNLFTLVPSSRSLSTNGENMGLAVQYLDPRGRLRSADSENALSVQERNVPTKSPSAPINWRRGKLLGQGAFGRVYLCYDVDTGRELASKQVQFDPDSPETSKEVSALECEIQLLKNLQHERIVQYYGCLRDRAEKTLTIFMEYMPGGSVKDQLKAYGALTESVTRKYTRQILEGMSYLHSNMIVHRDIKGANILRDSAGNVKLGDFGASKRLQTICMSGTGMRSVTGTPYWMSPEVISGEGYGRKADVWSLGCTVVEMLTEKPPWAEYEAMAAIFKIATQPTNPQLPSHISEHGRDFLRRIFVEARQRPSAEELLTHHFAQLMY
MEKK2 mut-MEK5: signal of MEK5 binding to mutant human MEKK2 PB1 domain; bead flow cytometry, Alexa488-MEK5 binding to MEKK2 mutant; percent response, % at 10 µM; actives 0.35% (n = 290,000); in the data active means percent response above about 24%, passing the limit was not always enough; further: inactives centre near 1; some results filed as inactive read as strong as hits; reference of the scale not given here
DNA FID counter: fluorescent intercalator displacement, NS3 helicase counter-screen | inhibition, % at 7.9 µM | actives 0.17% (n = 290,000) | DNA fluorescent intercalator displacement, fluorescence; in the data active means inhibition above about 37%;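 further: 0% = vehicle and 100% = reference compound; higher means more ethidium bromide displaced from hairpin DNA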
GPR7 antagonist: human neuropeptides B/W receptor 1 antagonism | inhibition, % at 4.4 µM | AID 1861 | P48145 | GPR7-expressing cells, fluorescence antagonist assay | actives 1.1% (n = 290,000); in the data active means inhibition above about 16%, passing the limit was not always enough;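 further: cells stimulated with the agonist NPW; 0% = agonist with vehicle and 100% = vehicle without agonist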
PHOSPHO1 block: inhibitors of human PHOSPHO1 phosphatase; recombinant PHOSPHO1, absorbance phosphatase assay; Q8TCT1; inhibition, % at 13.3 µM; AID 1565; actives 1.1% (n = 290,000); in the data active means inhibition above about 60%
Target sequence (Q8TCT1 whole entry, looked up): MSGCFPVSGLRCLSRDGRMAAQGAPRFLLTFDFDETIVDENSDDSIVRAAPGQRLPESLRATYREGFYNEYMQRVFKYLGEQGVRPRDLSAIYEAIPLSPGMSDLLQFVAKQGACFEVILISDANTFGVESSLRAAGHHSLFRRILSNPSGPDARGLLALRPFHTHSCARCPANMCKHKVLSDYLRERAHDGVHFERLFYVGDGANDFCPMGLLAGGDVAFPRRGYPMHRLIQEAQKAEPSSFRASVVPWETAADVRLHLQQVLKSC
OXTR ag: human OXTR agonism; P30559; CHO-OTR cells, Fluo-8 calcium fluorescence; normalized: DMSO 0%, oxytocin 100%; activation, % at 3 µM; actives 0.32% (n = 320,000);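 active means activation above the mean of all tested compounds plus 3 SD, cutoff set per screening run, cut at about 20% in these data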;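 further: peak over basal fluorescence ratio from a 100 s FLIPR kinetic read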
NALP1 yeast inh: NALP1 inhibition | AID 2071 | actives 0.61% (n = 280,000) | S. cerevisiae NALP1/ASC/caspase-1 growth, X-gal OD620, 72 h | inhibition, % at 10 µM; in the data active means inhibition mostly above about 24%, no sharp cut-off; inactive means mostly below about 32%; further: some compounds called inactive have numbers as strong as hits
MEKK2 WT-MEK5: raises or lowers MEK5 binding to wildtype human MEKK2 PB1 domain. bead flow cytometry, Alexa488-MEK5 binding to MEKK2 WT; actives lie on both sides. binding response (% of control), % at 10 µM. actives 1.1% (n = 290,000). AID 1531; in the data active means binding response below about 67% or above about 130%
* hit, by the source's call; / = no result given.

SMILES	PfM18AAP inh	MEKK3 PB1 HTS	MEKK2 mut-MEK5	DNA FID counter	GPR7 antagonist	PHOSPHO1 block	OXTR ag	NALP1 yeast inh	MEKK2 WT-MEK5
CCCN1C(=O)c2ccccc2NC1c1ccc(Cl)c(Cl)c1 (stereo unspecified)	4	106	6	-23	2	16	-0.5	2	103
CCOC(=O)c1ccc(CNCc2ccccc2)cc1	4	102	-1	7	-1	8	-1.0	31	102
CC(=O)c1cccc(NC(=S)Nc2cccc3ccccc23)c1	-9	104	8	0	-9	11	-0.4	-10	108
CCOc1nc(NCCO)nc(Nc2ccccc2F)n1	4	104	1	-9	-9	41	-0.5	3	99
Cc1ccc(C(c2c(O)nc3n(c2=O)CCS3)c2c(O)nc3n(c2=O)CCS3)cc1	-4	99	1	-9	-6	-13	-0.1	25	100
C=CCn1c(SCC(O)Cn2c3ccccc3c3ccccc32)nnc1-c1ccco1 (stereo unspecified)	-2	100	-3	-22	9	20	2.8	-3	98
O=C(NCCCC(=O)N1CCCCC1)c1ccc(Cl)cc1	-10	99	-3	-20	-10	31	/	12	99
C/C(=C\C(=O)OCCCCCCCCC(=O)O)C[C@@H]1OC[C@H](C[C@@H]2O[C@H]2[C@@H](C)[C@H](C)O)[C@@H](O)[C@H]1O	/	110	6	/	/	/	0.4	/	117
CN(c1ccc(C(=O)NCCSC(C)(C)C)cc1)S(=O)(=O)c1ccccc1	1	103	0	-27	-9	48	0.3	0	99
O=C(Nc1ccccc1-c1ccccc1)c1ccccc1[N+](=O)[O-]	0	105	12	-2	-16	49	-1.5	7	106
CSc1nnc(NC(=O)c2ccc(C)c(S(=O)(=O)N3CCOCC3)c2)s1	-5	94	-3	-1	-13	-3	-0.6	15	98
CCOC(=O)C1CCCN(c2c(N3CCc4ccccc4C3)c(=O)c2=O)C1 (stereo unspecified)	-2	/	/	-23	22*	-9	/	4	/
Cc1ccc(OCc2nnnn2-c2ccccc2)cc1	-19	102	7	-11	-5	6	-3.0	-15	104
CC1CCN(C(=O)/C(=C\c2ccccc2)NC(=O)c2ccccc2)CC1	0	101	1	-34	-16	42	-0.2	13	107
COc1ccc(-c2csc(NC(=O)CN3C(=O)CCC3=O)n2)cc1	-1	92	1	-5	-1	11	0.6	18	102
O=C(CCc1ccccc1)NNC(=O)COc1ccc(Br)cc1	19	100	1	-8	-12	41	0.4	7	101
CCOC(=O)C(NC(=O)c1ccc(OC)cc1)(OCC1(CC)COC1)C(F)(F)F (stereo unspecified)	-20	105	5	-22	1	8	-0.8	-7	105
Cc1ccc(-n2c(-c3ccccc3)c[nH]c2=S)cc1	16	98	-8	-10	-15	-22	-2.7	-3	90
Cc1cc([N+](=O)[O-])ccc1NC(=O)c1sc2ncn(CC(=O)N3CCOCC3)c(=O)c2c1C	5	96	-6	-8	4	-3	-1.2	12	94
COc1cccc(OC)c1C(=O)Nc1ccc2nc(C)c(C)nc2c1	-3	99	10	-8	-21	-2	-0.2	-3	107
CC(=O)N/C(=C\c1ccccc1)C(=O)OCC(=O)NC(C)C12CC3CC(CC(C3)C1)C2 (stereo unspecified)	4	97	0	-13	-8	-4	-0.5	26	98
Cc1nc(Sc2ccccc2)c(C#N)cc1-c1ccccc1	-2	93	-9	-8	-10	48	0.4	3	91
O=C(c1ccccc1)N1CCN(C(=O)c2nn3c(C(F)(F)F)cc(-c4ccco4)nc3c2Br)CC1	10	95	-10	-25	-16	40	-2.2	-4	86
COc1ccc(CC(NC(C)=O)C(=O)N2CCN(C(=O)Nc3cccc(Cl)c3)CC2)cc1OC (stereo unspecified)	-4	124	6	-16	-9	-1	0.1	-4	107
CN(C)S(=O)(=O)c1ccc(N2CCCC2=O)c([N+](=O)[O-])c1	-7	101	-2	4	3	-17	-0.6	-35	103
CCC(C(=O)Nc1nc(C)c(C)s1)c1ccccc1 (stereo unspecified)	-17	103	3	-9	-1	14	-1.5	12	105
O=C(Nc1nnc(C2=COCCO2)o1)c1cccc(F)c1	4	107	10	-4	-2	14	0.3	9	109
CS(=O)(=O)N1CCC(C(=O)NCc2ccc(F)cc2Cl)CC1	-15	101	0	-4	1	7	-0.7	15	103
O=C(Nc1cc(S(=O)(=O)Nc2ccc(Cl)cc2)ccc1N1CCCCC1)c1ccc(F)cc1	-7	95	-9	1	-10	-45	-0.2	33	99
COc1ccccc1N1CCN(C(CNS(=O)(=O)c2ccccc2)c2cccnc2)CC1 (stereo unspecified)	-10	100	2	-25	3	5	-1.7	6	104
CCn1c(=S)[nH]c2sc3c(c2c1=O)CCCC3	5	98	2	-6	-1	-145	-2.5	-22	95
CCN(CC)CCOc1nnc(-c2ccc(C)cc2)c2ccccc12	-11	101	3	3	-15	18	0.2	3	105
Cc1cc(C)n(CC(=O)N2CCCC(N3CCN(c4ccc(F)cc4)CC3)C2)n1 (stereo unspecified)	-10	96	1	-9	-14	14	0.5	17	101
O=C1CN(c2nc3ccccc3n3cnnc23)CC(=O)N1CCc1ccccc1	-1	113	14	-3	-3	-9	1.6	19	112
CCOC(=O)N1CCN=C1SCc1ccc(C(F)(F)F)cc1	5	84	-16	-5	8	7	-0.3	-1	85
CC1CN(C(=O)Nc2cccc(C(F)(F)F)c2)CC(C)O1 (stereo unspecified)	1	95	-6	4	27*	-13	-0.8	24	98
O=C1c2ccccc2C(=O)N1Nc1ccccc1	-15	/	/	-2	-2	3	0.5	-1	/
COCCNC(=O)C(C)OC(=O)c1cc2sccc2n1C (stereo unspecified)	0	100	-1	2	-1	11	-1.6	33	94
S=C1NCN(Cc2ccccc2)CN1C1CCCCC1	5	103	1	-8	-9	23	-1.3	4	99
O=C(COC(=O)CCCOc1ccccc1)NNC(=O)c1ccc([N+](=O)[O-])cc1	6	100	6	-2	-9	18	0.0	15	108
O=C(c1cc2ccccc2oc1=O)N1CCN(Cc2ccc3c(c2)OCO3)CC1	0	97	-1	-15	-17	6	0.4	14	95
CC1(C)Cc2nc3oc4c(NCc5ccccc5)ncnc4c3cc2CO1	-3	92	-62	-7	2	-13	-0.5	/	55
Cc1nnc(SCC(=O)Nc2nonc2C)s1	-12	103	-3	-3	-8	30	-0.1	-8	99
COCCNC(=O)c1ccc2nc(Cc3ccc(OC)c(OC)c3)oc2c1	11	100	2	-16	-2	-8	1.3	13	100
COc1ccccc1OCC(=O)N1CCN(C(=O)c2ccco2)CC1	-1	100	3	-8	12	27	-0.4	9	105
COC(=O)C(C)NC(=O)CNS(=O)(=O)c1ccc(F)cc1 (stereo unspecified)	4	99	-4	2	-3	32	1.1	15	98
O=C(CSc1nccc(-c2cccs2)n1)Nc1ccc(F)c(Cl)c1	-5	104	-1	-14	-5	-28	0.6	10	100
CC(Sc1nc2ccccc2[nH]1)C(=O)O (stereo unspecified)	8	100	2	-1	-4	13	0.9	-18	100
Nc1ccc(-c2nnnn2-c2ccc(N)cc2)cc1	-11	107	3	-1	-14	3	1.3	9	108
CCC1Oc2ccc(C)cc2N(CC(=O)NCCc2ccc(OC)c(OC)c2)C1=O (stereo unspecified)	0	104	9	-25	-3	/	0.9	/	105

2 of the compounds above, with each value named.
> O=C(Nc1cc(S(=O)(=O)Nc2ccc(Cl)cc2)ccc1N1CCCCC1)c1ccc(F)cc1
- PfM18AAP inh: -7
- MEKK3 PB1 HTS: 95
- MEKK2 mut-MEK5: -9
- DNA FID counter: 1
- GPR7 antagonist: -10
- PHOSPHO1 block: -45
- OXTR ag: -0.2
- NALP1 yeast inh: 33
- MEKK2 WT-MEK5: 99
> CC(Sc1nc2ccccc2[nH]1)C(=O)O (stereo unspecified)
- PfM18AAP inh: 8
- MEKK3 PB1 HTS: 100
- MEKK2 mut-MEK5: 2
- DNA FID counter: -1
- GPR7 antagonist: -4
- PHOSPHO1 block: 13
- OXTR ag: 0.9
- NALP1 yeast inh: -18
- MEKK2 WT-MEK5: 100

(further entries)
SMILES	PfM18AAP inh	MEKK3 PB1 HTS	MEKK2 mut-MEK5	DNA FID counter	GPR7 antagonist	PHOSPHO1 block	OXTR ag	NALP1 yeast inh	MEKK2 WT-MEK5
COC(=O)c1ccc(NS(=O)(=O)c2ccc3c(c2)n(C)c(=O)n3C)cc1	0	108	3	-10	-6	40	8.6	14	112
CC(NC(=O)Cn1nc(C(=O)O)c2ccccc2c1=O)c1ccccc1 (stereo unspecified)	3	111	9	-5	-1	5	-0.8	-55	114
Oc1c(CN2CCCCC2)cc(Br)c2cccnc12	20	101	6	2	-9	-43	1.3	58*	107
CCn1c(CC(=O)Nc2ccc(Cl)c(Cl)c2)nnc1SCc1ccc(C)cc1	-4	97	11	0	-1	-4	-0.7	12	107
O=C(Nc1cccc([N+](=O)[O-])c1)c1ccc2snnc2c1	4	102	-2	3	7	18	-0.3	0	97
CS(=O)(=O)Nc1ccc(-c2cn3c(n2)SCC3)cc1	-2	108	8	-1	4	11	0.3	7	109
C/C=C/C(=O)N1c2ccc(C)cc2C(C)=CC1(C)C	-8	89	-27	-6	-13	-1	-0.2	/	84
CCOC(=O)c1cnc(-n2nc(C)cc2C)nc1Oc1ccc(C(=O)OC)cc1	-1	85	-30	-12	-6	-2	0.2	/	95
Cc1cccc(C(=O)NCCCn2ccnc2)c1C	1	100	3	-7	-4	42	-0.4	8	101
COc1ccc(CCNC(=O)CN(c2ccc(OC)c(OC)c2)S(C)(=O)=O)cc1	9	109	1	-14	0	-6	-0.4	-7	109
Cc1ccc(C2C(C#N)=C(N)N(N(C)C)C3=C2C(=O)CCC3)cc1 (stereo unspecified)	8	89	-2	-10	-11	-9	-1.9	13	91
COC(=O)c1nn(-c2cccc(C)c2)c2nnc(Cc3ccccc3)c(=O)n12	-13	100	2	-4	-9	-3	-0.4	5	94
CCOC(=O)C1=C(C)N=C(SC)N(C)C1c1ccccc1 (stereo unspecified)	3	102	4	-9	-13	10	-1.2	-2	105
Cc1ccccc1OCC(=O)N/N=C/c1cc2ccccc2nc1Cl	-9	95	-4	-3	-10	-7	3.2	-41	99
CCOC(=O)c1cc(-c2ccccc2)sc1NC(=O)COC(=O)c1ccc(Cl)c(S(N)(=O)=O)c1	-6	97	-7	-1	0	8	0.6	16	94
COc1ccc(CCn2c(=O)[nH]c3cc(C(=O)NCCc4ccccc4)ccc3c2=O)cc1OC	-3	93	-4	0	-11	4	/	-12	88
O=C(COC(=O)c1ccccc1O)Nc1ccc(OC(F)F)cc1	8	94	-4	-2	3	37	3.8	2	98
CC(=O)CCc1c(C)c2cc(C)ccc2[nH]c1=O	2	102	3	-15	-24	-8	-2.4	3	105
Cn1nnc(NC(=O)c2ccccc2F)n1	-1	102	8	2	-10	-8	0.9	-2	106
NS(=O)(=O)c1ccc(CCNC(=O)c2ccc3nc4ccc(Cl)cc4c(=O)n3c2)cc1	-7	88	-3	-4	-3	-29	1.1	23	87
Cc1noc(C)c1C(=O)Nc1cccnc1	-15	102	6	-4	-12	14	0.4	39	102
COc1nc(-c2ccccc2)c2cc(C)ccc2n1	1	104	0	-10	-17	-31	-2.0	7	102
NS(=O)(=O)c1ccc(NC(=O)CN2CCN(Cc3ccccc3)CC2)cc1	-3	101	6	-1	7	25	-0.1	-1	109
COc1ccc(CC(=O)N2CCCc3ccccc32)cc1	-3	114	4	-11	14	46	-2.9	-1	106
C=CCSc1nnc2c(n1)-c1cccc3cccc-2c13	/	104	1	/	/	/	-1.9	/	102
c1ccc(C2=NOC(c3nnc(-c4ccccc4)o3)C2)cc1 (stereo unspecified)	/	110	3	/	/	/	0.2	/	104
COc1ccc(/C=C/C(=O)Nc2cc(S(=O)(=O)N3CCOCC3)ccc2N2CCCC2)cc1OC	-1	99	-4	-10	-4	9	0.2	2	96

Records above that bear a hit mark in NALP1 yeast inh.
| mol | PfM18AAP inh | MEKK3 PB1 HTS | MEKK2 mut-MEK5 | GPR7 antagonist | PHOSPHO1 block | NALP1 yeast inh | MEKK2 WT-MEK5 |
| --- | --- | --- | --- | --- | --- | --- | --- |
| Oc1c(CN2CCCCC2)cc(Br)c2cccnc12 | 20 | 101 | 6 | -9 | -43 | 58* | 107 |
